D1 potentiator: potentiators of human D1 dopamine receptor. potentiation, % at 10 µM. 0.036% of 360,000 active. HEK293 TREx D1 cells, calcium flux, dopamine EC20 potentiation; in the data active means potentiation above about 30%; further: 0% is about no effect
Target sequence (P21728 whole entry, looked up): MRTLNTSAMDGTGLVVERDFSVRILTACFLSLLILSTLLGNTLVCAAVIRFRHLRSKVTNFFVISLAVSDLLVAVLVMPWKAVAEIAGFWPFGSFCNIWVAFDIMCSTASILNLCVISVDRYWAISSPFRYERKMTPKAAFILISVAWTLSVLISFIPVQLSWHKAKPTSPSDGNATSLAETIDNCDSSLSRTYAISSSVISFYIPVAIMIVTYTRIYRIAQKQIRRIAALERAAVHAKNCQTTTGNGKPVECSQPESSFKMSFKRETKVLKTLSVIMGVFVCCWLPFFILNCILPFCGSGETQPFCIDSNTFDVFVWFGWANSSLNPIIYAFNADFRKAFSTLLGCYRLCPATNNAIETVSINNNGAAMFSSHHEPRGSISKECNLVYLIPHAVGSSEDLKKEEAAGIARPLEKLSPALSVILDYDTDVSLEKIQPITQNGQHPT
D2 antagonist: D2 dopamine receptor (human) antagonism | inhibition, % at 10 µM | 2% of 340,000 active | HEK293 TREx D2 cells, calcium flux, dopamine EC80 | AID 485344 | P14416; in the data active means inhibition above about 30%; further: 0% is about no effect
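Antagonism is scored as inhibition of an EC80 dopamine-evoked calcium signal in a force-coupled, tetracycline-inducible HEK293 T-REx D2 line, with compound present 180 s before agonist.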
D2 PAM: positively modulates the human D2 dopamine receptor allosterically. P14416. HEK293 T-REx D2, calcium flux, EC20 dopamine potentiation. potentiation, % at 10 µM. 0.34% of 340,000 active. AID 485347;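 active means potentiation over 3 SD above the plate norm, cut at about 30% in these data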; further: 0% is about no effect
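Primary screen. Calcium kinetics in induced HEK293 T-REx D2 cells: compound pre-addition 180 s, EC20 dopamine, 180 s more.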
TRHR enhancer: allosterically enhances the human TRH receptor; P34981; TRHR cells, fluo-8 calcium fluorescence, EC20 TRH enhancement; enhancement, % at 2 µM; 0.66% of 360,000 active; in the data active means enhancement above about 30%; further: 0% is about no effect
Target sequence (P34981 whole entry, looked up): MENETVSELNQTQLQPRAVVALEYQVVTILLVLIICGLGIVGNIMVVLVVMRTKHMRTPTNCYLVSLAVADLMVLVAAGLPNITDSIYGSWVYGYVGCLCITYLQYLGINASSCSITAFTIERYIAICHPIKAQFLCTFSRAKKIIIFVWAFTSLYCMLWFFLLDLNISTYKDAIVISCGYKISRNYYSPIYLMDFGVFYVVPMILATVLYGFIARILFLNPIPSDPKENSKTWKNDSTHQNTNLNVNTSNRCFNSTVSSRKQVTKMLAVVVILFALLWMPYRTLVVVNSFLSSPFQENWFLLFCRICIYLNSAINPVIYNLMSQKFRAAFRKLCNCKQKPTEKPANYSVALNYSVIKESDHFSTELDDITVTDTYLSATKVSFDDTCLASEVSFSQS
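Enhancer read-out: after compound pinning and an initial kinetic agonist-mode read, an EC20 of TRH (10 nM final) was injected and fluo-8 calcium signal (Ex 480/Em 530) followed at 1 s/cycle for 100 cycles in TRHR-expressing cells.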
RXFP1 antagonist: antagonists of human relaxin receptor RXFP1 | Q9HBX9 | HEK293-RXFP1, relaxin-stimulated cAMP HTRF, 30 min; hits give low values | activity change, negative = inhibition, % at 57.5 µM | 0.59% of 350,000 active | AID 1259400;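 active means activity change of -60% or lower, but not beyond a set lower limit; inconclusive means change between -60% and -40%, or beyond the set limit; inactive means change above -40%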; further: on the % scale 0 is the no-effect control and ±100 the full control effect
D1 antagonist: human D1 dopamine receptor antagonism. AID 504652. HEK293 TREx D1 cells, calcium flux, dopamine EC80; hits give low values. activity change, negative = inhibition, % at 10 µM. 3.2% of 360,000 active. P21728; in the data active means activity change below about -30%; further: on the % scale 0 is the no-effect control and ±100 the full control effect
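Using tetracycline-induced force-coupled D1 Hek293 cells and a calcium dye, signals were followed for 180 s after compound, then for 180 s after EC80 dopamine, to detect inhibitors.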
D2 ag: activates the human D2 dopamine receptor; AID 485358; HEK293 T-REx D2 cells, calcium flux agonist mode; 0.53% of 340,000 active; activation, % at 2 µM;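 active means activation over 3 SD above normal in the single-dose calcium agonist read, cut at about 30% in these data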; further: 0% is about no effect
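HEK293 Trex D2 cells, tetracycline-induced, o/n 30 C 5% CO2; no-wash Ca dye, RT 30–90 min; 10-cycle baseline, 23 nl cpd added, kinetic Ca read 180 s; agonist hits = positive Ca response.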
RXFP1 agonist: RXFP1 (human) receptor agonism | 0.3% of 370,000 active | Potency, µM (titrated, usually from 57.5 µM), without a hit: at the top dose activation, most hits filed as activators | HEK293T-RXFP1 cAMP TR-FRET, 30 min; response scale: percent of porcine relaxin response, buffer zero | Q9HBX9; active means well fitted activation curve with a large enough effect; inconclusive means small, poorly fitted or top-dose-only effect; further: potency means the concentration at half of the fitted maximal effect; on the % scale 0 is the no-effect control and ±100 the full control effect; nearly all actives have a fitted effect of over 60% in size; many of its hits are not listed in these tables
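HEK293 cells stably expressing RXFP1, treated 30 min at 37C with compounds plus PDE4 inhibitor Ro 20174; cAMP measured by HTRF TR-FRET. Normalized to buffer and 29 nM porcine relaxin; EC50 by Hill fit.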
D1 ag: activates the human D1 dopamine receptor; P21728; HEK293 T-REx D1 cells, calcium flux, agonist mode; activation, % at 2 µM; 1% of 360,000 active; in the data active means activation above about 30%; further: 0% is about no effect
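Agonism was scored from calcium flux recorded over 180 s (1 read/s) after pintool compound addition, following a 10-cycle baseline. Cells were inducible force-coupled HEK293 TREx D1, plated overnight at 30 C and loaded with no-wash calcium dye.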
* marks the source's active call; other numbers are inactive results; ? = inconclusive; . = no result given. Not all compounds are listed; count on the stated rates, not on these rows.

Results follow in this order: D1 potentiator | D2 antagonist | D2 PAM | TRHR enhancer | RXFP1 antagonist | D1 antagonist | D2 ag | RXFP1 agonist | D1 ag
[1] CCOc1ccc(S(=O)(=O)NCc2cccnc2)cc1
 : -9 | 1 | -4 | -3 | 0 | -3 | 0.3 | 0.8% | 4
[2] CCOC(=O)c1[nH]c(C)c(CN(C(C)=O)c2ccc(OCC)cc2)c1C
 : -4 | 8 | 6 | -3 | 12 | 5 | 0.1 | -0.2% | 2
[3] CN(Cc1ccon1)C(=O)CC1C(=O)NCCN1CC1CCCCC1 (configuration not stated)
 : -3 | 14 | -21 | -10 | -27 | -3 | 1.5 | -2.1% | 1
[4] O=C(NCc1cccs1)c1cc(S(=O)(=O)N2CCCCC2)ccc1Cl
 : -2 | 1 | 3 | 2 | 10 | -19 | -0.2 | 0.8% | 17
[5] CCC(C)NC(=O)CN1C(=O)C(CC)Sc2ccccc21 (configuration not stated)
 : -2 | 15 | . | 6 | 6 | -2 | 1.9 | 1.0% | 3
[6] CCOC(=O)c1ccc(NC(=O)CCC(=O)N2CCSc3ccccc32)cc1
 : 2 | . | -1 | 13 | ? | -11 | . | -0.2% | -1
[7] Cc1ccc(CN(C(=O)c2ccccc2F)c2ccccn2)o1
 : 0 | . | 2 | 0 | . | -1 | 2.0 | 7.1% | 2
[8] Cc1ccc(S(=O)(=O)C(CNC(=O)C(=O)NCc2ccccc2C)c2cccs2)cc1 (configuration not stated)
 : -2 | . | -2 | 0 | . | . | 0.5 | -0.2% | 10
[9] CCOC(=O)C1CN(S(=O)(=O)c2ccc(C)cc2)c2cc(S(=O)(=O)CC)ccc2O1 (configuration not stated)
 : -4 | 9 | 3 | 1 | -12 | 1 | 0.7 | 2.3% | 3
[10] Cc1ccccc1Cn1c(=O)n(CCCCCC(=O)NCc2ccc3c(c2)OCO3)c(=O)c2sccc21
 : 0 | . | 0 | 10 | -7 | -20 | 1.0 | 5.7% | 2
[11] CN(C)c1cccc(C(=O)OCC(=O)N2CCc3ccccc3C2)c1
 : -3 | . | . | -2 | -10 | -4 | . | 1.1% | 2
[12] COC(=O)c1sccc1NC(=O)c1ccc(C)s1
 : 1 | 33* | 33* | 4 | 6 | 0 | -1.3 | 3.0% | 1
[13] Cc1cc(C(=O)N2CCC(Cc3ccccc3)CC2)c(C)o1
 : 0 | -22 | -6 | 3 | -4 | -18 | -0.4 | 14% | 1
[14] COc1cc(C2NC(=O)c3c(sc4c3CCN(C)C4)N2)cc(OC)c1OC (configuration not stated)
 : -1 | . | -8 | 10 | -1 | 5 | 4.1 | 5.9% | 6
[15] O=C(c1ccc(NS(=O)(=O)c2ccc3[nH]c(=O)[nH]c3c2)cc1)N1CCCCC1
 : -5 | 4 | -3 | -1 | -26 | -5 | -0.5 | 0.9% | 1
[16] Cn1cnc([N+](=O)[O-])c1Cl
 : -1 | 7 | -13 | 4 | 6 | 5 | 0.7 | 0.4% | 3
[17] Cc1cc(C)c(S(=O)(=O)Cc2ccccc2)c(OC(C)C)n1
 : -3 | -9 | 8 | 17 | -13 | 1 | -0.5 | 0.0% | 12
[18] COc1cc(S(=O)(=O)Nc2ccc3nc(C)sc3c2)ccc1NC(C)=O
 : -1 | -11 | -9 | 6 | 9 | -6 | 1.0 | 1.3% | 4
[19] CCOC(=O)COc1ccc(C)cc1C(=O)c1ccn2nc(-c3ccc(C)cc3)cc2n1
 : -5 | . | -5 | 3 | . | -13 | 0.8 | 1.3% | -1
[20] CCC(C)[C@H](NC(=O)Nc1cccc(Br)c1)C(=O)OC (some centres not stated)
 : -5 | -11 | 15 | 2 | 25 | 6 | -0.4 | -0.2% | -1
[21] CC(C)NC(=O)CSc1nnc(-c2ccc(C(C)(C)C)cc2)n1C
 : -6 | -8 | -12 | 6 | -14 | -16 | 0.0 | 1.3% | 5
[22] CC1CCN(c2nc3ccc(C(=O)NCc4ccc(Cl)cc4)cc3s2)CC1
 : -2 | . | -2 | -5 | . | 17 | 1.8 | -6.3% | 3
[23] Cc1ccc(C)c(CN2CCN(c3ncccn3)CC2)c1
 : -8 | 60* | -28 | 0 | 9 | -6 | 75* | 0.6% | -4
[24] COc1cc(C(=O)N2CCC(NC(=O)C(Cc3ccccc3)NC(C)=O)CC2)cc(OC)c1OC (configuration not stated)
 : 2 | 6 | 1 | 15 | -4 | 2 | 0.1 | 0.5% | 4
[25] O=C(Nc1cccc(NC(=O)C2CC3CCCC(C2)C3=O)n1)C1CC2CCCC(C1)C2=O (configuration not stated)
 : -21 | 13 | 1 | -2 | -17 | 5 | 1.8 | 0.2% | 2
[26] CSCC(=O)N1CCCC(CO)(CCCc2ccccc2)C1 (configuration not stated)
 : -7 | 1 | -5 | 2 | 8 | 0 | -1.1 | 0.0% | 1
[27] CN(Cc1ccccc1)c1oc(-c2ccco2)nc1C#N
 : -4 | 7 | 5 | -3 | -20 | -16 | 0.8 | 1.7% | 2
[28] O=C(N[C@@H](Cc1ccc(O)cc1)C(=O)O)c1ccc(C(F)(F)F)cc1
 : 0 | 2 | 9 | -9 | . | 5 | 0.1 | -0.5% | -2
[29] COC(=O)Cn1cnc2c(oc3ccccc32)c1=O
 : -2 | 6 | -1 | -3 | -3 | -5 | 1.0 | 0.6% | 3
[30] O=C(Nc1cccc(NC(=O)c2ccc3c(c2)OCO3)c1)c1ccccc1
 : -3 | 10 | 0 | 8 | -9 | -21 | 0.6 | -3.4% | 11

Continued:
Results follow in this order: D1 potentiator | D2 antagonist | D2 PAM | TRHR enhancer | RXFP1 antagonist | D1 antagonist | D2 ag | RXFP1 agonist | D1 ag
[31] CCC(C)c1ccc(NC(=S)NCc2ccccc2OC)cc1 (configuration not stated)
 : -3 | -13 | -2 | 3 | -18 | -5 | -0.3 | 1.4% | 2
[32] Cc1ccc(NC(=O)C2CCN(C(=O)c3ccc(F)cc3)CC2)nc1
 : 4 | -15 | -1 | -2 | -5 | 3 | 0.5 | 1.8% | 3
[33] COc1ccc(OC)c(Nc2nc(-c3sc(N)nc3C)cs2)c1
 : 1 | 3 | 8 | 0 | 16 | 5 | 0.9 | -0.2% | 0
[34] O=C(/C=C/c1cccc([N+](=O)[O-])c1)N1CCN(c2ccc(F)cc2)CC1
 : -6 | -7 | 5 | -2 | . | 8 | -1.2 | 1.6% | 4
[35] O=C(N/N=C/c1ccc(OC(=O)c2cccc(F)c2)cc1)c1cccnc1
 : -12 | -4 | -11 | -2 | -18 | 17 | 0.3 | 1.8% | 2
[36] CCN1CCN(c2cc(C(C)C)nc3c(-c4ccccc4)c(C)nn23)CC1
 : 0 | 10 | 8 | 5 | -29 | 4 | 0.3 | 3.3% | 1
[37] Clc1ccc(-c2nc3cc(CN4CCCCC4)ccc3o2)cc1
 : -1 | 0 | -6 | -1 | 0 | 16 | 0.3 | 1.3% | 4
[38] O=C(c1ccc(Br)o1)N1N=C(c2ccc(Cl)cc2)CC1c1ccco1 (configuration not stated)
 : -8 | 1 | 2 | 8 | ? | -11 | 0.3 | 2.1% | 3
[39] O=C(Cn1c(=O)n(Cc2ccc(C(=O)NCc3ccccc3Cl)cc2)c(=O)c2ccccc21)Nc1ccc(F)cc1
 : 0 | . | 4 | 0 | . | -22 | . | 4.8% | 7
[40] CC(Sc1nc(-c2ccccc2)cc(C(F)(F)F)n1)C(=O)N1CCC(C(N)=O)CC1 (configuration not stated)
 : -2 | -7 | -4 | 9 | -1 | -8 | -0.9 | -0.4% | 0
[41] COC(=O)c1ccc(CN(Cc2ccc(C(=O)OC)o2)C(C)(C)C)o1
 : -1 | -9 | -4 | 37* | . | 17 | 1.4 | 0.0% | 3
[42] Cc1cc(-c2nn(-c3ccccc3F)cc2CNCCc2cnc[nH]2)c(C)s1
 : -2 | -31 | -40 | 51* | 2 | -5 | 0.8 | 0.5% | 3
[43] CCCCC(C(=O)NC1CCCC1)N(C(=O)c1snc(C(N)=O)c1N)c1ccc(OCC)cc1 (configuration not stated)
 : 0 | -7 | -8 | 2 | 6 | -5 | -0.6 | -2.1% | 3
[44] C=CCn1c(N/N=C/c2ccc(O)cc2)nc2ccccc2c1=O
 : -5 | -7 | 8 | 2 | 9 | 3 | -1.6 | 1.7% | -2
[45] CN1/C(=C\C=O)C(C)(C)c2ccccc21
 : -4 | -15 | 2 | -2 | 9 | 5 | -0.9 | 1.8% | 0
[46] O=C1OCC2=C1C(c1ccc(F)cc1)c1cc3c(cc1N2)OCO3 (configuration not stated)
 : -6 | 18 | 6 | 1 | -19 | 0 | -0.5 | 2.4% | 0
[47] COc1cccc(NC(=O)C2CCN(c3nnc(C)c4c(C)n(-c5ccccc5)nc34)CC2)c1
 : -7 | . | 4 | -1 | -11 | -25 | 0.5 | 3.4% | 1
[48] COc1ccc(/C(C)=N/N2CCCCC2)c(O)c1
 : -2 | 14 | -2 | 0 | -6 | 1 | -1.3 | 5.4% | 3
[49] Cc1nnc(SCc2ccccn2)n(N)c1=O
 : 7 | -13 | 8 | 5 | -8 | -3 | 0.1 | 4.5% | 1
[50] CCCN1C(=O)/C(=C/c2cc(C)n(C)c2C)SC1=Nc1ccc(OC)cc1
 : -7 | -5 | -1 | 0 | -2 | -3 | 0.4 | 1.6% | 1

5 compounds picked at random from the list so far:
Results follow in this order: D1 potentiator | D2 antagonist | D2 PAM | TRHR enhancer | RXFP1 antagonist | D1 antagonist | D2 ag | RXFP1 agonist | D1 ag
[14] COc1cc(C2NC(=O)c3c(sc4c3CCN(C)C4)N2)cc(OC)c1OC (configuration not stated)
 : -1 | . | -8 | 10 | -1 | 5 | 4.1 | 5.9% | 6
[31] CCC(C)c1ccc(NC(=S)NCc2ccccc2OC)cc1 (configuration not stated)
 : -3 | -13 | -2 | 3 | -18 | -5 | -0.3 | 1.4% | 2
[2] CCOC(=O)c1[nH]c(C)c(CN(C(C)=O)c2ccc(OCC)cc2)c1C
 : -4 | 8 | 6 | -3 | 12 | 5 | 0.1 | -0.2% | 2
[48] COc1ccc(/C(C)=N/N2CCCCC2)c(O)c1
 : -2 | 14 | -2 | 0 | -6 | 1 | -1.3 | 5.4% | 3
[43] CCCCC(C(=O)NC1CCCC1)N(C(=O)c1snc(C(N)=O)c1N)c1ccc(OCC)cc1 (configuration not stated)
 : 0 | -7 | -8 | 2 | 6 | -5 | -0.6 | -2.1% | 3
